Screening data (PubChem BioAssay)
KDM5B inhibitor: inhibitors of human KDM5B histone demethylase; Potency, µM (top dose mostly 57.7 µM), for inactives: top-dose activity change, negative = inhibition, usual class: inhibitors; Q9UGL1; 220,000 tested, 2.6% active; AID 1347165; KDM5B demethylase, FDH-coupled NADH fluorescence (FDH is formaldehyde dehydrogenase); active = well fitted inhibition curve with a large enough effect; inconclusive = small, poorly fitted or top-dose-only effect; inactive = no such curve, though single readings can be large or run the other way; also: 0% is about no effect; nearly all actives have a fitted effect of over 70% in size
Target sequence (Q9UGL1 whole entry, looked up): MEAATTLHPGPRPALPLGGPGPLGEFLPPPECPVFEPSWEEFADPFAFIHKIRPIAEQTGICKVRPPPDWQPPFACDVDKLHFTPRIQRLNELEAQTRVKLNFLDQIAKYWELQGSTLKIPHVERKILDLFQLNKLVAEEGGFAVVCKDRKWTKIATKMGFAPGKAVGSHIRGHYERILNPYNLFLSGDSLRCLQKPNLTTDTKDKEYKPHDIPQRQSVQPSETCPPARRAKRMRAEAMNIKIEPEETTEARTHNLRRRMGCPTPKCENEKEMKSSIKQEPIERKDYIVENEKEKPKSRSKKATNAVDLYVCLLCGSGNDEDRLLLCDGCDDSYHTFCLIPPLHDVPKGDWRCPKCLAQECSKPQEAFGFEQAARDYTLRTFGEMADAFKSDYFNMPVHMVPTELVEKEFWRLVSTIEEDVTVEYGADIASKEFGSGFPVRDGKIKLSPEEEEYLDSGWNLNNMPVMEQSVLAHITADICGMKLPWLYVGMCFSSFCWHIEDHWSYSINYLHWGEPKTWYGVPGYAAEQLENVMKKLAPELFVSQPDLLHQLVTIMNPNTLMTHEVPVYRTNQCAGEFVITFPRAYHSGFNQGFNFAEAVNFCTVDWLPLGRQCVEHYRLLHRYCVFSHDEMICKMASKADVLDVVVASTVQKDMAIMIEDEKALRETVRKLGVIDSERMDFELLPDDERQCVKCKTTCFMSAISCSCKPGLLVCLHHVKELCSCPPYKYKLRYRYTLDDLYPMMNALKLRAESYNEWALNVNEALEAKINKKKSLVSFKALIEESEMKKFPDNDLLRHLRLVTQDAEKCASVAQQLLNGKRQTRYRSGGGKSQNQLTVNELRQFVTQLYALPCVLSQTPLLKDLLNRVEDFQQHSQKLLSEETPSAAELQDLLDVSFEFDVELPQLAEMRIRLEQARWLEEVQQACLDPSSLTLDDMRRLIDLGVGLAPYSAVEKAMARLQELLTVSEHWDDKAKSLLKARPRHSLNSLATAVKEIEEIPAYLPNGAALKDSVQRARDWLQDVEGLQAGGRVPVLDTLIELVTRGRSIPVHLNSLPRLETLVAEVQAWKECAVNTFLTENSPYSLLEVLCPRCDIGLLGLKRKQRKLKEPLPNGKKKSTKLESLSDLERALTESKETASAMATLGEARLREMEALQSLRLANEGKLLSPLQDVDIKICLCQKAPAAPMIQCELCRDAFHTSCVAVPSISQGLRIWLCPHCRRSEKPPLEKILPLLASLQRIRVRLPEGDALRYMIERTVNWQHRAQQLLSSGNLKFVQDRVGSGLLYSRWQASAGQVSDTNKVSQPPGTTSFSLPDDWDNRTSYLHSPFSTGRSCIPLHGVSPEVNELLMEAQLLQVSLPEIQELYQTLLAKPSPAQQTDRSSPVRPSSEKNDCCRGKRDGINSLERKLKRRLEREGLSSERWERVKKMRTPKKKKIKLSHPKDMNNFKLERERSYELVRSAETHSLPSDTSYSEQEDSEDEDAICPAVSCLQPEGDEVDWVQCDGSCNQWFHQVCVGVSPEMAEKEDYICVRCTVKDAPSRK
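KDM5BΔAP (200 nM final) in 50 mM HEPES pH 7.5, 0.01% Tween-20 was preincubated 10 min at RT with compound over a concentration range. Substrate mix (H3K4me3 12.5 µM, α-KG 25 µM, Fe²⁺, ascorbate, NAD⁺, FDH) was added, and NADH fluorescence change over 30 min gave dose-response curves.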
An asterisk follows results filed as active; ? = inconclusive; & = joins results of further samples; [ ] = remark or other dose. Potency is read from the fitted curve at half-maximal effect. Only part of the results is shown; rates above refer to the full screens.

SMILES | KDM5B inhibitor
NS(=O)(=O)c1ccc(CCNCC(O)COCc2ccc(Cl)cc2)cc1 (configuration not stated) | -8%
COc1ccc(NC(=O)CC2C(=O)N(c3ccccc3)C(=O)N2C2CCCCC2)cc1 (configuration not stated) | 1%
CNc1nc(NCCC2CN(c3cnn(C)c(=O)c3)CCO2)ncc1F (configuration not stated) | -26%
CN(C)CC(NC(=O)c1ccc(CNC(N)=O)cc1)c1ccccc1 (configuration not stated) | 32%[activator]
CCn1cc(CN2CCC(C(=O)Nc3ccc(Oc4cccnc4)cc3)CC2)cn1 | 17%
c1cc2c(cc1N1CCC(N3CCC4(CCNCC4)C3)CC1)OCO2 | -14%
Cc1c(C(=O)N2CCOCC2)c(S(=O)(=O)NCCc2ccc(Cl)cc2)c(C)n1C | 6%
CNC(=O)CCn1ncc2cc(OC3CCc4cccc(-c5cccnc5)c43)ccc21 (configuration not stated) | 0%[86.2 µM]
Cc1noc(C)c1S(=O)(=O)N1CCC2(CC1)CC(N1CCN(C)CC1)CCO2 (configuration not stated) | 16%
Cc1ccc(NC(=O)c2cc(F)ccc2Br)nc1 | 0%
Cc1ccc2nc(NCC(=O)NN)nc(-c3ccccc3)c2c1 | ?
Cc1ccc(COC(=O)c2ccccc2Sc2ccccc2C#N)cc1 | 7%
O=C(O)CCc1cccc(Cl)c1 | -12%
CCOC(=O)c1cccc(NC(=O)c2ccc3c(c2)N(CC)C2CCCCCN2C3=O)c1 (configuration not stated) | ?
COCc1cc(CN2C[C@H](NC(=O)CO)[C@@H](C3CC3)C2)ccc1OC | 10%
Cc1ccc(C)n1-c1nnc(N2CCCC(C(=O)Nc3ccccc3F)C2)s1 (configuration not stated) | 0%
CN(C)C(C(=O)N1CCN(Cc2nccn2C)CC1)c1cccc(F)c1 (configuration not stated) | 29%
Cc1ccc(/C=C(\C#N)c2nc3ccccc3o2)cc1 | -2%
O=C(c1sc2cc(F)ccc2c1Cl)N1CCCCC1 | 12%
Cc1ccc2nc(Cl)c3cc(C(=O)NC4CCC(C)CC4)sc3c2c1 (configuration not stated) | -28%

Gathered by group: the entries above with a Cl atom
SMILES | KDM5B inhibitor
NS(=O)(=O)c1ccc(CCNCC(O)COCc2ccc(Cl)cc2)cc1 (configuration not stated) | -8%
Cc1c(C(=O)N2CCOCC2)c(S(=O)(=O)NCCc2ccc(Cl)cc2)c(C)n1C | 6%
O=C(O)CCc1cccc(Cl)c1 | -12%
O=C(c1sc2cc(F)ccc2c1Cl)N1CCCCC1 | 12%
Cc1ccc2nc(Cl)c3cc(C(=O)NC4CCC(C)CC4)sc3c2c1 (configuration not stated) | -28%

Continuation:
SMILES | KDM5B inhibitor
Cc1nnc(NCc2ccccc2)c2c1nnn2Cc1ccc(F)cc1 | -4%
COc1ccc(S(=O)(=O)NCC2CCC(C(=O)NCC(=O)NCc3cccnc3)CC2)cc1 (configuration not stated) | 1%
O=C1c2cnc(-c3ccccc3)nc2OCCN1c1ccccc1 | -26%[86.2 µM]
COc1ccccc1CN(Cc1ccccc1OC)C[C@@H]1C=C(C)[C@H](Cc2nc3c(C)cccc3[nH]2)C[C@H]1C(C)C | -15%
COc1ccc2cc3cc(C(=O)NCCc4ccccc4)sc3nc2c1Cl | ?
CC(=O)Nc1ccc(S(=O)(=O)N(C)c2ccc(OCC(=O)OCC(=O)NCc3ccco3)cc2)cc1 | 13%
O=C(Cn1nc(C(=O)O)c2ccccc2c1=O)Nc1ccccc1 | -4%
CN(C)CC1(O)CCC2(CCN(C(=O)CCc3ccccc3)CC2)CC1 | -21%
CCCc1noc(-c2ccn3c(CNC(=O)c4ccc(C)c(C)c4)nnc3c2)n1 | 4.5µM*
O=C(N1CCN(c2ccccc2)CC1)C1(CCO)CC12CCOCC2 (configuration not stated) | -23%

By substructure: the entries above containing a cyano group (2)
SMILES | KDM5B inhibitor
Cc1ccc(COC(=O)c2ccccc2Sc2ccccc2C#N)cc1 | 7%
Cc1ccc(/C=C(\C#N)c2nc3ccccc3o2)cc1 | -2%

(list continues)
SMILES | KDM5B inhibitor
O=c1[nH]cccc1NS(=O)(=O)c1ccccc1Cl | ?
CCc1ccccc1NC(=O)Cn1c(=O)n(Cc2ccc3c(c2)OCO3)c(=O)c2ccc(C(=O)NC3CCCCC3)cc21 | -43%
CCN1CCN(CCNC(=O)c2cccc3c2CCN3C(=O)Nc2ccc(C)cc2)CC1 | -20%
Cc1cccc(-c2nc(C)c(CCNC(=O)C(=O)Nc3ccc(C)c(C)c3)s2)c1 | -22%
CC1(C(=O)N2CCN(c3ccccn3)CC2)CCc2cnc(Nc3ccccc3)nc21 (configuration not stated) | -2%[86.2 µM]
Cc1ccc(CN2C(=O)[C@@H]3C[C@@H](O)CN3C3(CN(C4Cc5ccccc5C4)C3)C2=O)o1 | ?
CC(C)CCN1CCN(c2nc3c(c(=O)[nH]c(=O)n3C)n2Cc2ccc(Cl)c(Cl)c2)CC1 | 19%
CNC(=O)[C@@H]1CN(C(=O)c2cccc(OC(F)(F)F)c2)C[C@H]1CO | -9%
CC[N+](CC)(CC)CCCOC(=O)C1(c2ccccc2)CCCC1 | -15%
COc1ccc(N(CC(=O)NC2CCCC2)C(=O)CCC(=O)Nc2nc(C)cs2)cc1OC | 35%[activator]
O=C(CCc1ncc(-c2ccccc2)o1)NCc1ccc(C(=O)N2CCCC2)cc1 | 7%
Oc1ccc(/C=C/c2nc3ccccc3s2)cc1 | ?
CSC1=N/C(=C\c2cccc(OC(C)=O)c2)C(=O)S1 | -6%
COc1cccc(C(=O)N2CCC3(C2)C(=O)N(CCc2ccccc2)c2ccccc23)c1 (configuration not stated) | -10%&-18%
C=CCN(CC=C)Cc1ccc(OCc2ccccc2)c(OC)c1 | -25%
COc1cccc(C(=O)N[C@@H]2CN(Cc3cccnc3)C[C@H]2CN(C)C)c1OC | ?
CN(C)C[C@@H]1CN(c2ccccn2)C[C@H]1NC(=O)c1ccc(C#N)cc1 | 6%
Cc1ccccc1-c1nc2c(c(SCc3cccc(Cl)c3)n1)Cc1c(CO)cnc(C)c1O2 | -16%
CN(CC1CCOC1)C(=O)c1cc(F)ccc1Cl (configuration not stated) | 16%
Cc1cc(Cl)ccc1NNC(=O)c1snnc1C | 2%
CC1CCC(Nc2ccc3cc(S(=O)(=O)N4CCCC4)ccc3n2)CC1 (configuration not stated) | 23%
NC(=O)c1ccc(CN2CCC(c3nc4cc(Cl)ccc4o3)CC2)cc1 | 15%
CN1CC(=O)N(C2CCCNCC2)Cc2c(NCC(C)(C)C)ncnc21 (configuration not stated) | -30%[115 µM]
Cc1cc(C(=O)CSc2ccc(Br)cc2)c(C)[nH]1 | ?
Cc1ccccc1CNC(=O)Cc1csc2ccccc12 | -13%
O=C(O)CCn1ncc2cc(OCC3CCN(C(=O)OC4CCCC4)CC3)ccc21 | ?
CCc1ccc(CN2CCC3(CCC(=O)N(Cc4cnc(C)cn4)C3)CC2)o1 | 16%
CCN1c2cc(C(=O)NCc3ccc(SC)cc3)ccc2C(=O)N2CCCCC21 (configuration not stated) | ?
O=C(Cn1nc2c(cc1=O)CCCCC2)Nc1ccc(C(F)(F)F)nc1 | 42%[activator]
CN(Cc1cccc(F)c1)C(=O)C(c1ccccc1)c1ccccc1 | 10%
COc1cccc(CC(=O)N2CCC3(CC2)OC(=O)N(Cc2ncccn2)C3(C)c2ccccc2)c1 (configuration not stated) | 11%
CCOC(=O)N1CCN(S(=O)(=O)c2cc(Cl)c(C)cc2OCC)CC1 | 15%
COc1ccc(/C=C(/C#N)C(=O)Nc2ccccc2C(=O)O)cc1O | -22%
CNC(=O)c1cccc(-n2ccnc2-c2ccc(C#CCCO)cc2)c1 | ?
Nc1cccc(-c2cc3ccccn3c2)c1 | ?
c1ccc(NNC2=NCCCCC2)cc1 | 19%
CC(=O)c1ccc(NC(=O)Cn2nc(-c3ccc(C)cc3)c3c(c2=O)CCCC3)cc1 | 1%
COc1ccc(-c2nnc(SCC(=O)Nc3c(C)cccc3C)nc2-c2ccc(OC)cc2)cc1 | -19%
Cc1cc(C(=O)N2CCC(c3noc(-c4ccccc4)n3)C2)n[nH]1 (configuration not stated) | ?
CCCCNC(=O)c1ccc(N)cc1 | -3%

Already shown: entries from further up.
SMILES | KDM5B inhibitor
COc1cccc(CC(=O)N2CCC3(CC2)OC(=O)N(Cc2ncccn2)C3(C)c2ccccc2)c1 (configuration not stated) | 11%
CCOC(=O)N1CCN(S(=O)(=O)c2cc(Cl)c(C)cc2OCC)CC1 | 15%

Next part
SMILES | KDM5B inhibitor
COC(=O)c1cc(Br)ccc1NC(=O)c1ccc(OC)cc1 | -9%
CCOC(=O)C1=C(O)c2ccccc2C(=O)/C1=C\c1ccc(C)cc1 | ?
O=C(NCCCN1CCOCC1)C(=O)N/N=C/c1cccc2ccccc12 | 5%
COc1ccc(NC(=O)c2ccc3c(c2)CCN3S(=O)(=O)c2ccccc2)cc1 | ?
CCc1ccccc1NC(=O)N1CC(C)Sc2ccccc21 (configuration not stated) | -14%
Cc1cccc(CC(=O)N2CCC(n3cc(-c4nc(-c5ccccc5)no4)nn3)C2)c1 (configuration not stated) | -1%
Cc1ccc2oc(C(=O)N(Cc3ccccc3F)C3CCS(=O)(=O)C3)c(C)c2c1 (configuration not stated) | -26%
COc1ccc(Cl)cc1NC(=S)NC(=O)c1ccc2c(c1)OCO2 | 9%
Cc1cc(SCC(=O)NC(=O)NC(C)(C)C)nc2ccccc12 | -7%
COc1ccccc1Nc1ncc2c(n1)CCN(Cc1ccc(C)s1)C2 | -7%
Cc1ccc(-c2noc(-c3nnn(-c4cccc(C(F)(F)F)c4)c3N)n2)cc1 | 11%
Cc1cc(C)cc(NC(=O)Cn2c(=O)c3c(ncn3Cc3ccccc3)n(Cc3ccccc3)c2=O)c1 | 23%
COC(=O)[C@@H](C)NC(=O)[C@H]1CN(C(=O)c2cccnc2)CCN1C(=O)NC1CCCCC1 | -4%
C[S+](=O)([O-])N1CCCC(c2nn(-c3cccc(Cl)c3)c(=O)[nH]2)C1 (configuration not stated) | 14%
COc1cc(OC)c(NC(=O)c2ccc3nc(C(C)C)oc3c2)cc1Cl | ?
COc1ccc(S(=O)(=O)N2CC(C)N(C(=O)N(C)C)C2C(C)C)cc1 (configuration not stated) | 20%
Cc1ccc(CN2CCN(Cc3ccc4c(c3)OCCO4)CC2CCO)cc1 (configuration not stated) | 10%
CNC(=O)N1C[C@@H](CN(C)C)[C@H](NS(=O)(=O)c2ccc3c(c2)CCC3)C1 | ?
Cc1ccccc1-c1noc(-c2ccc(N3CCCC3)c([N+](=O)[O-])c2)n1 | 2%
O=C(NC1CCN(c2cnn(Cc3ccccc3)c(=O)c2)CC1)c1ccsc1 | 22%
CCc1ccc(C(=O)N2CCc3[nH]nc(C(=O)NC4CCN(C)CC4)c3C2)cc1 | 11%
O=[S+]([O-])(c1ccncc1)c1nnn2c1nc(NCc1ccncc1)c1ccccc12 | 13%[115 µM]
CC(=O)NCC(=O)N1CCC(N2C(=O)C(OCC3CC3)C23CCOCC3)CC1 (configuration not stated) | 7%
CCc1cccc(-n2nnnc2N2CCN(C(=O)NC(C)c3ccccc3)CC2)c1 (configuration not stated) | 12%[115 µM]
Cc1ccc(-c2nc(CNC(=O)C3(N)CC3)[nH]c2-c2ccccn2)cc1 | -3%
CCOc1cc(C2Nc3ccc(C)cc3[C@H]3OCCC[C@@H]23)cc(Br)c1O (some centres not stated) | -1%
COc1cc(OC)cc(C(=O)N2CCC(N3CCCC3)CC2)c1 | -15%
COCCOC1CCN(C(=O)c2ccc(Cc3c(C)noc3C)o2)CC1 | -25%
Cc1cc(C)cc(-n2ccnc(NCCc3ccccc3)c2=O)c1 | 0%
NCCCOc1ccccc1 | 19%

Random excerpt: 5 entries already listed.
SMILES | KDM5B inhibitor
CCOc1cc(C2Nc3ccc(C)cc3[C@H]3OCCC[C@@H]23)cc(Br)c1O (some centres not stated) | -1%
Cc1cc(C)cc(-n2ccnc(NCCc3ccccc3)c2=O)c1 | 0%
COCCOC1CCN(C(=O)c2ccc(Cc3c(C)noc3C)o2)CC1 | -25%
CC(=O)NCC(=O)N1CCC(N2C(=O)C(OCC3CC3)C23CCOCC3)CC1 (configuration not stated) | 7%
CCc1ccc(C(=O)N2CCc3[nH]nc(C(=O)NC4CCN(C)CC4)c3C2)cc1 | 11%

Continuation:
SMILES | KDM5B inhibitor
CC1CCN(C(=O)Cn2ccn3nc(-c4ccccc4)c(CO)c3c2=O)CC1 | -21%
Cc1cc(C(=O)N2CCCC(Cc3noc(-c4cccnc4)n3)C2)nn1C (configuration not stated) | -21%
CC(SCC(=O)Nc1ccccc1)c1nc2ccccc2c(=O)[nH]1 (configuration not stated) | -13%
COc1ccc(-n2cc(-c3ccnc(N(C)Cc4cnccn4)n3)cn2)cc1 | ?
CCOC(=O)NC(CNC(=O)CSc1ccccc1)CC(C)C (configuration not stated) | 19%
COc1ccccc1C(=O)Nc1ccccc1SCc1cc(=O)c2ccccc2[nH]1 | -11%
COc1cc(OC)c(OC)cc1/C=C/C(=O)c1sc(-c2ccc(O)cc2)nc1C | ?
Cc1cccc(NC(=O)CC2Nc3ccccc3NC2=O)c1C (configuration not stated) | ?
CN(Cc1cnn(-c2ccccc2)c1)C(=O)c1nn(C)c(=O)c2ccccc12 | -8%
CCOC(=O)N1CCc2c(sc3c2c(=O)n(-c2ccccc2)c(=O)n3CC(=O)Nc2ccc(OC)cc2OC)C1 | -4%
Cc1ccccc1CN1C2=NCCCN2c2ccccc21 | -2%
